# Rpn11 inh: Rpn11 (PSMD14) deubiquitinase inhibitors, primary screen, biochemical, fluorescence polarization, uHTS. 26S proteasome non-ATPase regulatory subunit 14 (Homo sapiens), O00487. human 26S proteasome, Ub4-pepOG fluorescence polarization; 20S core pre-blocked with epoxomicin. calls only at 20 µM. 360,000 tested, 0.59% active. AID 588493, 2011;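 active = inhibition at 20 µM, scaled to each plate's controls, above about 33%, limit read from the data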
# MsrA inh: bovine MsrA enzyme inhibitors, primary screen, biochemical, absorbance, HTS; purified bovine MsrA, absorbance read-out; inhibition, % at 15.5 µM; 360,000 tested, 0.75% active; in the data active = inhibition above about 4.5%;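 also: 0% = vehicle wells with enzyme and 100% = reference inhibitor wells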
# STEP block: STEP phosphatase inhibitors, primary screen, biochemical, fluorescence intensity, uHTS; Tyrosine-protein phosphatase non-receptor type 5 (Homo sapiens), P54829; recombinant STEP, OMFP fluorogenic substrate; inhibition, % at 20 µM; 360,000 tested, 0.25% active; AID 588621, 2011;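 active = inhibition at 20 µM, scaled per plate between control wells, above about 37%, limit read from the data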;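 also: 0% = DMSO with enzyme and substrate and 100% = substrate only without enzyme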
#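 medium = Bis-Tris buffer pH 6.0, 2.5 mM DTT, 0.005% Tween 20 | test system = STEP (striatal-enriched tyrosine phosphatase) enzyme, cell-free | measure = normalized % inhibition | compound dosing = 20 µM, 1% DMSO | also added = 25 µM OMFP | schedule = reaction 20 min, ambient temperature | measured by = fluorescence read at 480 nm ex / 540 nm em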
# CSN deneddyl inh: inhibitors of CSN-mediated cullin deneddylation, primary screen, biochemical, fluorescence polarization, uHTS; 360,000 tested, 0.38% active; COP9 signalosome complex subunit 5 (Homo sapiens), Q92905; inhibition, % at 12.5 µM; Purified CSN, SCF-Nedd8-OG deneddylation;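 active = pattern-corrected inhibition above about 35%, with an unprinted fluorescence ratio check between 0.5 and 1.5, limit read from the data, passing the limit was not always enough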;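 also: 0% = enzyme with substrate and 100% = substrate without enzyme; some results filed as inactive read as strong as hits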
#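 test system = HEK293T-derived human Csn5 enzyme | amount = 0.24 nM Csn5 enzyme, final concentration | medium = Tris/NaCl/DTT buffer, pH 7.5 | schedule = 90 min reaction at room temperature | signal = FP | evaluation = inhibition of Csn5 cleavage, % | compound dosing = single dose of 12.5 µM compound with 0.25% DMSO | probe or stimulus = 10 nM SCFSkp2-Nedd8OG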
# SUMO1 PPI mod: modulators of SUMO1 protein-protein interactions, primary screen, biochemical, uHTS. SUMO1 binding to a labelled peptide, TR-FRET, 1 h. 360,000 tested, 0.33% active. inhibition, % at 20 µM. Small ubiquitin-related modifier 1 (Homo sapiens), P63165. AID 602429, 2012; in the data active = inhibition above about 37%
# TbMetRS inhib: T. brucei MetRS inhibitors, primary screen, biochemical, luminescence; purified T. brucei MetRS, ATP depletion, Kinase-Glo luminescence; inhibition, % at 11.9 µM; 360,000 tested, 0.4% active; AID 624268, 2012;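 active = inhibition above a per-plate cutoff of the control wells' mean inhibition plus 3 SD, cut at about 5.5% in these data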;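 also: 0% = DMSO wells median and 100% = median of wells with control inhibitor compound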
#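 System: purified T. brucei MetRS enzyme / Detection: Kinase-Glo luciferase luminescence reporting remaining unconsumed ATP / Medium: HEPES buffer with MgCl2, KCl, DTT, spermine, BSA, pyrophosphatase / Replication: singlicate, one well per compound / Evaluation: percent inhibition relative to median high and low control wells / Schedule: 2 h aminoacylation at 25 °C after 15 min preincubation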
# LMPTP block: LMPTP phosphatase inhibitors, primary screen, biochemical, fluorescence intensity, uHTS; Low molecular weight phosphotyrosine protein phosphatase (Homo sapiens), P24666; recombinant LMPTP-A, OMFP fluorogenic substrate; inhibition, % at 20 µM; 360,000 tested, 0.22% active; AID 651560, 2012;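 active = compounds that cut the enzyme signal by at least half of the control window in the single-dose screen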;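 also: plate controls were DMSO wells with enzyme plus substrate for no effect and substrate without enzyme for full effect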
#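 Assay system: LMPTP-A phosphatase enzyme | Input: 0.625 nM enzyme | Also added: Fluorogenic phosphatase substrate OMFP at 400 µM final | Compound dosing: One test concentration per compound, 20 µM, with 3% DMSO overall | Schedule: 50 min enzyme reaction at room temperature, protected from light | Signal: Fluorescence intensity | Benchmarks: no-enzyme and uninhibited controls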
# NadD inh: inhibitors of S. aureus NadD, primary screen, biochemical, colorimetric, uHTS; purified NadD enzyme, colorimetric absorbance read-out; inhibition, % at 20 µM; 360,000 tested, 0.78% active; in the data active = inhibition above about 26%; also: some compounds past the cut are filed as inactive
# Scp-1 inhibitor: Scp-1 phosphatase inhibitors, primary screen, biochemical, colorimetric, uHTS; Carboxy-terminal domain RNA polymerase II polypeptide A small phosphatase 1 (Homo …; inhibition, % at 20 µM; Recombinant Scp1, phosphopeptide, malachite green phosphate absorbance; 340,000 tested, 0.88% active;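 active = inhibition above about 50% at 20 µM, limit read from the data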;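 also: plate controls were DMSO wells with enzyme for no effect and wells lacking enzyme for full effect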
#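 Incubation: 45 min enzyme reaction at room temperature / System: truncated SCP-1 phosphatase (76-261aa) / Reagent: Phospho 17-mer peptide substrate / Buffer or medium: Acidic Tris acetate buffer with magnesium and detergent / Signal: absorbance at 630 nm / Doses: one concentration, 20 µM, with 1.0% DMSO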
# DNMT1 block: human DNMT1 methyltransferase inhibitors, primary screen, biochemical, molecular beacon, fluorescence, HinP1I cleavage, uHTS; 360,000 tested, 0.83% active; AID 588458, 2011; DNA (cytosine-5)-methyltransferase 1 (Homo sapiens), P26358; inhibition (reported as % activation of signal), % at 10 µM; in the data active = inhibition above about 50%
# Target sequence (P26358 504-1616 limits assumed): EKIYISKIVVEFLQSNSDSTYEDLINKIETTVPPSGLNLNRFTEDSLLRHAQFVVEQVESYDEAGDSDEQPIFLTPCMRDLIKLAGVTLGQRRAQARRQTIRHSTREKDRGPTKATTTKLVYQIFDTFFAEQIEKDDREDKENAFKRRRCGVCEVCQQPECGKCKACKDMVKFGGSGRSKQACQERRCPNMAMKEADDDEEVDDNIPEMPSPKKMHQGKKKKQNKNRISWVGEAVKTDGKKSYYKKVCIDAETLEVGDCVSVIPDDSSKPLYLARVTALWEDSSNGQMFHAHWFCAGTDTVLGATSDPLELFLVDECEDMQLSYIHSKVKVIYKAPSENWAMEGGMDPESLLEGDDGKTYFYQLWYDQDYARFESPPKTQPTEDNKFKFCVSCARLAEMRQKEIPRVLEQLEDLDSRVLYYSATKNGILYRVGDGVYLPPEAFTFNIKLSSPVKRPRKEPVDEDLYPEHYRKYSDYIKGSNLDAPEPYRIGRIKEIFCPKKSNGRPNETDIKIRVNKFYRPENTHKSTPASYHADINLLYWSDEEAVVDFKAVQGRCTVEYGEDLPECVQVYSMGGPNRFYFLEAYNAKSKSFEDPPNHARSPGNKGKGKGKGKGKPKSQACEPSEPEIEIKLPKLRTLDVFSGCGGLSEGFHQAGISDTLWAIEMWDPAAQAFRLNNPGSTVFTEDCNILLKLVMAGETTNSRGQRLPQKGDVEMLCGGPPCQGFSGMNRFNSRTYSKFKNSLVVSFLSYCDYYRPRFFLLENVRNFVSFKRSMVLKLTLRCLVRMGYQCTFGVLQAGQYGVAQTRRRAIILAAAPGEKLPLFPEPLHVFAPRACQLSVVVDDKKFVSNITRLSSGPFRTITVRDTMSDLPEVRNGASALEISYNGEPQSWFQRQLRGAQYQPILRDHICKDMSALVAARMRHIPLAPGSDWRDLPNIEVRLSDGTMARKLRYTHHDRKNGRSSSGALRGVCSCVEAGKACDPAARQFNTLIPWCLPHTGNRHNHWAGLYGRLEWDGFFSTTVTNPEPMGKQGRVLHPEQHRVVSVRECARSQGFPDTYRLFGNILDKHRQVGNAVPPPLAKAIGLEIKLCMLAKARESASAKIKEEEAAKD
# * = called active by the depositor; i = inactive; nt = no result given. Compounds as they come; overall some 3.9% were active at least once.
SMILES,Rpn11 inh,MsrA inh,STEP block,CSN deneddyl inh,SUMO1 PPI mod,TbMetRS inhib,LMPTP block,NadD inh,Scp-1 inhibitor,DNMT1 block
COc1cccc(C(=O)N/N=C/c2ccc(OC)c(COc3ccccc3C(N)=O)c2)c1,i,1.9,1.1,8.3,4.0,-0.8,1.8,20.5,4.0,-3.2
CC1CC1C(=O)NCCc1ccc(Cl)cc1 (configuration not stated),i,0.0,-1.3,2.2,7.4,0.2,-0.9,-0.2,-1.1,5.7
COCCNC(=O)CSc1nc(-c2ccccc2)c(-c2ccccc2)o1,i,1.1,2.7,-2.5,-2.5,0.1,1.1,-3.0,-5.2,-0.9
CCCCN(C)CCN1C(=O)C2C(C(=O)Nc3ccc(OC)cc3)C3C=CC2(O3)C1C(=O)NC1CCCCC1 (configuration not stated),i,0.0,0.3,3.6,5.3,-1.1,-0.6,-4.3,-0.6,-2.0
O=C(O)C1CSC2c3ccccc3C(=O)N12 (configuration not stated),i,0.6,2.9,-5.1,2.8,-0.3,-1.7,2.0,-9.4,4.0
N#CC1=C(N)N2C(=C(C#N)C13CCCCC3)SC1CCCCC12O (configuration not stated),i,-0.3,0.9,5.2,0.0,1.1,1.0,4.2,0.2,-5.3
CNC(=O)C(C)c1ncc(C(F)(F)F)cc1Cl (configuration not stated),i,0.4,-0.6,-6.8,-3.1,-0.3,-0.1,-3.6,8.6,-3.5
COc1ccc(N(C(=O)CNC(=O)c2ccco2)C(C(=O)NC2CCCCC2)c2ccco2)cc1 (configuration not stated),i,1.7,0.5,2.6,-0.2,-1.7,0.9,-6.4,-4.7,-1.5
O=c1ccc(-c2ccc(S(=O)(=O)NCC3CCN(Cc4cccc(F)c4)CC3)s2)n[nH]1,i,0.2,-2.9,-0.6,-11.7,-0.9,19.6,1.6,3.5,-2.0
Cc1ccc(NC(=O)c2ccc(S(=O)(=O)N3CCC(C)CC3)cc2)nc1,i,0.3,0.3,-6.4,-2.2,-0.2,0.0,0.5,-2.0,3.5
c1ccc(CSc2ccc(-c3ccccn3)nn2)nc1,i,-1.1,-1.7,-0.1,1.2,-0.3,-0.7,-7.9,-11.6,0.3
Fc1cccc(NC(=S)NNc2c3ccccc3nc3ccccc23)c1,i,-0.4,4.3,-7.0,-17.0,0.1,1.0,22.2,11.8,-0.1
Cn1c(=O)n(C)c2cc(/C=C3/NC(=O)N(Cc4ccccc4)C3=O)ccc21,i,2.5,3.1,-1.3,-13.2,-0.5,-0.4,-6.5,-4.3,-18.3
Cc1ccc(NCc2nnc3n2CCCCC3)cc1,i,0.1,-9.2,-1.4,2.4,-1.5,-0.1,0.1,3.5,2.2
CC12CN(C(=O)c3cccc([N+](=O)[O-])c3)C3(C#N)CC1CCC23C (configuration not stated),i,0.9,1.6,-0.1,-13.4,0.2,0.2,-2.7,0.8,-0.6
Cc1ccccc1OCC(=O)NNC(=O)CN1C(=O)c2ccccc2C1=O,i,0.8,-2.9,1.8,-4.5,-0.4,-1.3,-1.9,-6.7,3.9
Clc1cccc(N2CCN(CCNc3nc4ccccc4n4cnnc34)CC2)c1,i,nt,3.5,3.8,7.3,-0.3,0.8,-3.6,-2.7,-5.0
Cc1cc(C(=O)COc2cccnc2[N+](=O)[O-])c(C)n1Cc1ccco1,i,0.9,1.6,-10.7,-17.2,-0.5,3.4,-4.7,-5.2,-1.0
O=C(COc1ccc(S(=O)(=O)NCc2ccccc2)cc1)NCC1CCCO1 (configuration not stated),i,0.9,-1.6,0.1,15.6,-2.5,-1.9,-6.5,-10.0,3.5
CSCCC(c1nnnn1Cc1ccccc1)N1CCN(C/C=C/c2ccccc2)CC1 (configuration not stated),i,1.3,-1.1,1.1,2.4,-0.6,-1.5,-0.6,nt,-6.5
COC/C=C/C1=CC2=CC(=O)C(C)(OC(=O)c3cnc4ccccc4n3)C(=O)C2=CN1CCOC (configuration not stated),i,0.0,0.7,-4.2,-11.0,-0.2,0.4,2.8,-6.5,-9.1
Cc1oc(-c2ccccc2)cc1C(=O)Nc1cccc2ccccc12,i,0.9,2.7,2.5,-1.4,0.5,2.9,3.1,-10.0,1.0
COC(CNC(=O)C1CCCCC1C(=O)O)OC (configuration not stated),i,-0.1,0.3,-0.8,2.9,-0.2,-0.7,-0.9,-9.7,-4.2
O=C(Nc1ccc(N2CCN(C(=O)c3ccccc3)CC2)cc1)c1cccnc1,i,-0.8,-0.3,-0.4,1.9,-1.4,-0.2,-4.5,-0.6,1.6
CCOc1ccc2ccccc2c1/C=N/NC(=O)CNC(=O)c1ccccc1O,i,0.3,-0.3,-1.4,-0.9,-0.2,1.5,18.9,-5.8,-7.8

# As a short view, part of the list above:
SMILES,Rpn11 inh,MsrA inh,STEP block,CSN deneddyl inh,SUMO1 PPI mod,TbMetRS inhib,LMPTP block,NadD inh,Scp-1 inhibitor,DNMT1 block
Cc1oc(-c2ccccc2)cc1C(=O)Nc1cccc2ccccc12,i,0.9,2.7,2.5,-1.4,0.5,2.9,3.1,-10.0,1.0
COC(CNC(=O)C1CCCCC1C(=O)O)OC (configuration not stated),i,-0.1,0.3,-0.8,2.9,-0.2,-0.7,-0.9,-9.7,-4.2
O=C(Nc1ccc(N2CCN(C(=O)c3ccccc3)CC2)cc1)c1cccnc1,i,-0.8,-0.3,-0.4,1.9,-1.4,-0.2,-4.5,-0.6,1.6
CCOc1ccc2ccccc2c1/C=N/NC(=O)CNC(=O)c1ccccc1O,i,0.3,-0.3,-1.4,-0.9,-0.2,1.5,18.9,-5.8,-7.8

# Continuation.
SMILES,Rpn11 inh,MsrA inh,STEP block,CSN deneddyl inh,SUMO1 PPI mod,TbMetRS inhib,LMPTP block,NadD inh,Scp-1 inhibitor,DNMT1 block
O=C(CCCN1C(=O)c2ccccc2C1=O)Nc1cccnc1,i,-0.6,-1.2,-1.3,-4.2,-0.9,1.4,-2.3,-1.3,2.1
CCOC(=O)C1CCN(C(=O)CNS(=O)(=O)c2cccs2)CC1,i,-0.7,-2.9,-0.4,0.7,-1.2,-0.1,-2.1,0.6,-0.6
O=C(COC(=O)c1cnccn1)c1ccc2c(c1)CCCC2,i,-0.3,1.5,-0.4,-1.2,-0.7,-0.8,0.9,-4.6,1.1
O=C(CSc1ncnc2sc3c(c12)CCC3)NCC1CCCO1 (configuration not stated),i,0.5,-2.6,2.8,5.1,0.1,-2.0,-7.4,-10.5,0.2
COc1cccc(NC(=O)NCCN2CCCCC2)c1,i,0.2,0.6,-1.7,-0.3,0.2,-0.1,-6.3,-6.2,0.7
Cc1ccc(S(=O)(=O)N2CCN(C(=O)COC(=O)COc3ccc(Cl)cc3C)CC2)c(C)c1,i,-0.1,-1.4,5.2,2.9,0.0,3.5,-4.3,-6.1,-6.9
CC(NC(=O)COC(=O)c1ccc(CO)cc1)C1CC2CCC1C2 (configuration not stated),i,-0.6,-0.8,0.0,1.7,-0.1,-0.9,-3.7,-5.7,1.3
CCC(C)NC(=O)c1ccccc1SC (configuration not stated),i,1.8,-2.4,-8.3,-1.6,-0.6,0.3,2.6,-6.0,-0.4
CSc1nc(N)c(C(=O)N(c2ccccc2)c2ccccc2)s1,i,2.8,-0.6,2.2,11.1,0.4,2.5,-2.1,nt,2.0
CCCOc1cccc(C(=O)NC(=S)Nc2cccc(NC(=O)c3ccccc3Cl)c2)c1,i,0.9,-3.8,-12.6,-0.9,-1.2,2.5,1.1,2.6,-8.1
CC(OC(=O)Cc1coc2cc3c(cc12)CCC3)C(=O)NCc1ccc2c(c1)OCO2 (configuration not stated),i,-1.3,-0.5,0.8,-1.4,-1.1,1.5,-10.5,-12.0,-8.8
CCOC(=O)c1ccc(NC(=O)c2nc[nH]c2C(=O)N[C@H](C)c2ccccc2)cc1,i,0.7,-1.6,1.1,2.2,-0.5,0.1,0.6,0.6,-12.3
COc1cc(C(=O)Nc2ccc(C(=O)O)cc2)ccc1OC(C)=O,i,1.7,3.9,3.2,2.9,-0.5,0.0,3.0,-3.4,1.3
COc1cc(OC)cc(C(=O)NCC(=O)OCC(=O)NC2CCCc3ccccc32)c1 (configuration not stated),i,0.1,1.6,-3.3,0.6,0.1,-1.1,-0.3,-13.3,2.8
CC(C)Cc1ccc(C(C)NC(=O)Cc2ccc(S(=O)(=O)N3CCOCC3)s2)cc1 (configuration not stated),i,-0.2,0.3,-3.8,-0.8,-0.1,2.2,-0.3,-9.0,2.6
Cc1ccc(NC(=O)COc2cccc(-n3cnnn3)c2)cc1[N+](=O)[O-],i,-1.8,0.0,-2.7,-15.9,2.1,1.7,-3.4,-6.4,-2.5
CC1(C(=O)Nc2ccc3c(c2)OCCO3)CN(S(C)(=O)=O)CC(=O)N1CCc1ccc(O)cc1 (configuration not stated),nt,1.6,nt,-2.0,-8.1,0.1,-0.1,nt,nt,nt
CCC(=O)NC(c1cccs1)c1cc([N+](=O)[O-])c2cccnc2c1OC (configuration not stated),i,0.7,7.6,33.3,-7.4,-1.6,48.9,32.5*,nt,33.0
Cc1ccccc1-n1c(SCC(=O)Nc2cccc3ccccc23)nc(O)cc1=O,i,0.1,-1.3,3.2,-0.6,-0.2,0.0,-0.1,-5.2,0.9
CC(=O)NC(NC(C)=O)c1ccc(Br)cc1,i,nt,-0.7,-2.0,0.8,-1.4,-1.1,3.2,-7.7,-2.0
